# Assay outcomes as filed in PubChem BioAssay.
# RXFP1 ag: qHTS Assay for Agonists of the Relaxin Receptor RXFP1; Relaxin receptor 1 (Homo sapiens), Q9HBX9; HEK293T-RXFP1 cAMP TR-FRET, 30 min; response scale: percent of porcine relaxin response, buffer zero; Potency, µM (series often up to 57.5 µM), for the others: at the top dose activation, most hits filed as activators; hit rate 0.3% among 370,000; note: potency is the fitted concentration of half-maximal effect; % is set by controls: 0 for no effect and ±100 for the full control effect; nearly all actives have a fitted effect of over 60% in size; many of its hits are not listed in these tables
#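 HEK293T cells stably expressing RXFP1 were pretreated with the PDE4 inhibitor Ro 20174, exposed to compounds for 30 min at 37C, lysed, and cAMP was read by TR-FRET. Data normalized to buffer (basal) and 29 nM porcine relaxin (100%).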
# Vif-APOBEC3F blk: qHTS for Inhibitors of Vif-A3F Interactions: qHTS; HeLa A3F-eYFP + Vif (tagged APOBEC3F with the HIV-1 protein that degrades it), YFP fluorescence increase; Potency, µM (top dose mostly 46.1 µM), for inactives: at the highest dose activity, negative = active; hit rate 0.2% among 390,000; AID 602313, 2012; note: potency is the fitted concentration of half-maximal effect; % of control where 0% means no effect; nearly all actives have a fitted effect of over 65% in size
#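 Fluorescence increase (Ex 488/Em 500-530) after overnight compound treatment at 37 deg C flags inhibition of Vif-driven A3F-eYFP loss in stable HeLa A3F-eYFP/Vif cells seeded overnight beforehand.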
# IDH1 R132H inh: qHTS for Inhibitors of mutant isocitrate dehydrogenase 1 (IDH1): qHTS; IDH1-R132H enzyme, NADPH consumption, diaphorase/resazurin fluorescence; Potency, µM (top dose mostly 76.6 µM), without a hit: at the highest dose activity change, negative = inhibition, usual class: inhibitors; hit rate 0.093% among 390,000; AID 602179, 2012; note: potency is the fitted concentration of half-maximal effect; % is set by controls: 0 for no effect and ±100 for the full control effect; nearly all actives have a fitted effect of over 65% in size
#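 IDH1-R132H (0.5 ug/mL) preincubated 30 min with compound, then NADPH (0.016 mM) and alpha-KG (2 mM) added; 80 min at RT, pH 7.5. Remaining NADPH coupled via diaphorase/resazurin to fluorescence (540/590 nm); concentration-response curves normalized to no-enzyme control.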
# TrxR1 substrate: qHTS Assay for Substrates of Mammalian Selenoprotein Thioredoxin Reductase 1 (TrxR1): qHTS; Thioredoxin reductase 1, cytoplasmic (Rattus norvegicus), O89049; purified TrxR1 substrate turnover, NADPH consumption readout; Potency, µM (top dose mostly 114 µM), inactives show top-dose activity change, negative = substrate turnover; hit rate 0.01% among 390,000; AID 588456, 2011; note: potency is the fitted concentration of half-maximal effect; % is set by controls: 0 for no effect and ±100 for the full control effect; nearly all actives have a fitted effect of over 50% in size
#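 Rat TrxR1, dispensed at 90 nM, was prereduced with 400 uM NADPH (final) for 5 min at ~22 deg C, then incubated with compound 15 min before 400 uM selenite. A first-read NADPH fluorescence drop versus no-compound background flagged substrates.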
# Vif-A3G inh: qHTS for Inhibitors of Vif-A3G Interactions: qHTS; Potency, µM (series often up to 46.1 µM), without a hit: top-dose activity, negative = active, usual class: inhibitors; DNA dC->dU-editing enzyme APOBEC-3G (Homo sapiens), Q9HC16; HeLa A3G-eYFP + Vif (tagged APOBEC3G with the HIV-1 protein that degrades it), YFP fluorescence, overnight; AID 602310, 2012; hit rate 0.076% among 410,000;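 note: potency is the fitted concentration of half-maximal effect; % is set by controls: 0 for no effect and ±100 for the full control effect; nearly all actives have a fitted effect of over 60% in size; hits raise eYFP signal because A3G escapes Vif-driven loss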
# Target sequence (Q9HC16 whole entry, looked up): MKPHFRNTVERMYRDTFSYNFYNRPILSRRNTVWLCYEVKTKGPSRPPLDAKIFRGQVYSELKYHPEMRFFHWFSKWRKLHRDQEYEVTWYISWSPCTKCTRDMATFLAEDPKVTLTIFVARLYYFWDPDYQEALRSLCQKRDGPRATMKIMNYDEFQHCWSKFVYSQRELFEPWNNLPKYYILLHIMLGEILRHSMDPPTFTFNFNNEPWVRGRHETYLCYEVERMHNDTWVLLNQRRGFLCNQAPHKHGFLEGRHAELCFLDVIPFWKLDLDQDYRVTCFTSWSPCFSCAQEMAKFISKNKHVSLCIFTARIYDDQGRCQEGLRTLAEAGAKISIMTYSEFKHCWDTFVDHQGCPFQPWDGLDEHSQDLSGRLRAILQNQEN
#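 HeLa cells stably expressing Vif and C-terminally eYFP-tagged A3G, seeded overnight at 37 deg C, then exposed to compound by pintool overnight at 37 deg C. Rise in yellow fluorescence (Ex 488/Em 500-530, Acumen) marks blocked Vif-driven A3G degradation.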
# Glioma ERSR ind: qHTS for Inducers of the Endoplasmic Reticulum Stress Response (ERSR) in Human Glioma: qHTS; U87-MG GRP78 promoter luciferase reporter, 16 h; Potency, µM, without a hit: at the top dose activation, usual class: activators; hit rate 0.02% among 420,000; note: potency is the fitted concentration of half-maximal effect; series mostly up to about 76 µM; % of control where 0% means no effect; nearly all actives have a fitted effect of over 35% in size
#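 ERSR induction read as luciferase luminescence (Bright-Glo, 10 min at room temperature) in stably transfected human U87-MG glioma cells exposed to compounds for 16 h, using GRP78 as sensor.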
# LDHA block: qHTS assay for inhibitors of human lactate dehydrogenase; purified LDHA, NADH/diaphorase-resazurin fluorescence; stronger effect = lower value; activity change, % (values are at about 110 or 230 µM); hit rate 0.15% among 480,000; AID 1347041, 2019; in the data active = activity change below about -30%; inconclusive = mostly about -25% to -30%;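 note: plate controls were DMSO wells for no effect and wells without enzyme for full effect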
#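 Enzyme activity of human lactate dehydrogenase 5 (2 nM; 0.06 mM NADH, 0.2 mM pyruvate, 5 min, RT) is measured via a resazurin/diaphorase fluorescence readout of residual NADH.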
# USP1 inh: Inhibitors of USP1/UAF1: Primary Screen; Ubiquitin carboxyl-terminal hydrolase 1 (Homo sapiens), O94782; Potency, µM (titrated, usually from 57.1 µM), without a hit: at the highest dose activity change, negative = inhibition, usual class: inhibitors; recombinant USP1/UAF1, Ub-Rhodamine cleavage fluorescence; AID 743255, 2014; hit rate 0.23% among 390,000; note: potency is the fitted concentration of half-maximal effect; % is set by controls: 0 for no effect and ±100 for the full control effect; nearly all actives have a fitted effect of over 60% in size; inactives centre near -12
#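 Step one: compound is pinned into 1nM USP1/UAF1 in HEPES pH 7.8 buffer with TCEP. Step two: 15 min room-temperature incubation. Step three: Ub-Rho (150nM final) starts cleavage, tracked by fluorescence over six one-minute reads.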
# PI4K2A inh: qHTS for small molecular inhibitors of PI4K2A. purified PI4K2A, ADP-Glo luminescence, 1 h; stronger effect = lower value. hit rate 0.13% among 420,000. AID 1346378, 2018. Phosphatidylinositol 4-kinase type 2-alpha (Homo sapiens), Q9BTU6. activity change, negative = inhibition, % at 76.9 µM; in the data active = activity change below about -50%; inconclusive = mostly about -30% to -49%;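 note: -100% = wells without enzyme as full effect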
# Target sequence (Q9BTU6 whole entry, looked up): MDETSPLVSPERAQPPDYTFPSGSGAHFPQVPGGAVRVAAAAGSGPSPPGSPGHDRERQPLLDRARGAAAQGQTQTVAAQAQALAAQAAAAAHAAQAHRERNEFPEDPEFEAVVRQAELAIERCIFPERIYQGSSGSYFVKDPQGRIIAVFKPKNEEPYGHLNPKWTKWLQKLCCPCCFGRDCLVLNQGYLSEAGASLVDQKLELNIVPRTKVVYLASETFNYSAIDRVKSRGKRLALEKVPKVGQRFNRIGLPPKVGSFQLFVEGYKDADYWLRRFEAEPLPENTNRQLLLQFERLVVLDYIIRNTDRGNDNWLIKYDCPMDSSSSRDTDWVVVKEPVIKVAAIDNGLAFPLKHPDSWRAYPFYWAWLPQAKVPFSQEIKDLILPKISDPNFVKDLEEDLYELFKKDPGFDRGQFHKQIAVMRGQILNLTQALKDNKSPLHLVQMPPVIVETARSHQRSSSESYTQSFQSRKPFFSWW
#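 Compounds are screened against recombinant PI4K2A using PI as substrate and ATP, the latter dispensed at 300 microM. Reactions run one hour at ambient temperature before ADP-Glo detection; full inhibition defined by wells lacking enzyme.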
# An asterisk follows results filed as active; ? = inconclusive; nt = not tested or not shown; & = joins results of further samples; [ ] = another dose, or the depositor's remark. Unless noted, calls come from the whole dose curve; as a rule, active = well fitted curve in the direction sought with a large enough effect; inconclusive = small, poorly fitted or top-dose-only effect, or another doubt; inactive = no such curve, though single readings can be large; an effect the other way counts as inactive or inconclusive. Some of the compounds tested (hit frequency here may not be typical).
no.	smiles	RXFP1 ag	Vif-APOBEC3F blk	IDH1 R132H inh	TrxR1 substrate	Vif-A3G inh	Glioma ERSR ind	LDHA block	USP1 inh	PI4K2A inh
1	Cc1nnc(C)n1/N=C/C=C/c1ccccc1	1.0%	0.4%	1.0%	-3.0%[57.1 µM]	-0.4%	-2.7%	1.7	4.5%	-2.5
2	CCOc1ccccc1N(CC(=O)OC)S(=O)(=O)c1ccccc1	0.3%	-8.6%	8.3%	-14.1%	-0.3%	-2.8%	-10.2	-2.9%	-0.1
3	COc1cccc(-c2cc(C(=O)NCC3CCCO3)c3cc(C)cc(C)c3n2)c1 (stereo not drawn)	2.5%	1.3%	7.2%	23.1%	-1.4%	1.2%	-3.5	-15.8%	3.1
4	COc1cc(S(=O)(=O)N2CCN=C2c2ccccc2)c(OC)cc1Cl	0.0%	1.3%	0.8%	-6.2%	-4.5%	-3.5%	-2.4	-11.6%	-1.2
5	Cc1ccc(C(=O)Oc2coc(CSc3nnc(NC(=O)C4CC4)s3)cc2=O)cc1	1.4%	-2.0%	0.1%	-6.6%[11.4 µM]	-0.4%	9.5%	-3.9	-11.8%	3.9
6	COc1ccc(N(C(=O)c2ccc(OC)c(OC)c2)S(=O)(=O)c2ccc(Cl)cc2)cc1	-2.2%	-3.9%	0.0%	-10.2%	-16.9%	-1.4%	-1.6	-26.4%	6.0
7	CSc1ccc(Cl)c(C(=O)OCC(=O)NCC(C)C)c1	4.6%	6.8%	2.3%	2.4%	-5.4%	-0.9%	-2.5	-9.2%	-0.5
8	O=C(COC(=O)C1CCCCC1C(=O)N1CCc2ccccc21)NCc1ccco1 (stereo not drawn)	1.0%	4.1%	4.4%	9.6%	0.3%	0.4%	-4.3	-10.9%	-7.6
9	C=CCNC(=O)c1ccc(CNS(=O)(=O)c2ccc(NC(C)=O)cc2)cc1	-1.9%	-0.9%	5.3%	3.1%[57.1 µM]	-5.1%	-0.7%	-1.1	-8.3%	2.6
10	O=c1cc(C(F)(F)F)nc(-c2ccccc2)[nH]1	0.7%	-9.2%	4.3%	-1.6%	0.8%	-4.4%	2.3	-13.3%	-2.4
11	Clc1ccc(SCCOCCN2CCOCC2)cc1	1.9%	3.0%	-2.9%	-0.9%	0.1%	-5.6%	-24.3	-10.9%	2.4
12	COc1cc(NC(=O)N2CCNC2=O)cc(C(=O)Nc2cccc(C(F)(F)F)c2)c1	1.6%	-3.1%	6.8%	-4.8%	?	-6.0%	-0.7	?	5.7
13	Cc1ccc(C(=O)CCC(=O)OCC(=O)Nc2ccccc2SCC#N)cc1	-1.0%	12.6µM*	-3.2%	-2.9%	-12.7%	-0.6%	-1.6	-5.7%	1.0
14	O=C(Nc1ccc2oc(-c3cccc4c(Br)cccc34)nc2c1)c1ccc(Br)cc1	7.0%	-1.4%	25.7%	-2.3%	1.4%	-4.4%	-4.7	-17.9%	3.8
15	NC1=NS(=O)(=O)NC1c1cccc(F)c1 (stereo not drawn)	4.1%	10.7%	-9.8%	-6.1%	7.3%	-5.4%	-7.2	-22.7%	-0.9
16	CS(=O)(=O)N(CC(=O)N1CCN(c2ccccc2)CC1)c1cc(C(F)(F)F)ccc1Cl	1.9%	1.6%	2.0%	7.7%[57.1 µM]	-1.2%	-3.7%	-1.0	-6.7%	6.6
17	COc1ccc(S(=O)(=O)NC2CCN(Cc3ccccc3)CC2)cc1NC(C)=O	-0.1%	-10.2%	-10.1%	4.8%	-13.6%	0.7%	-7.3&-0.2	-12.9%	1.1
18	CC(=O)NCc1ccc(C(=O)CN2C(=O)NC3(CCCCC3C)C2=O)s1 (stereo not drawn)	0.7%	11.0%	-1.8%	-4.6%	2.5%	-3.7%	-6.9	-18.4%	3.6
19	CN(Cc1ccco1)C(=O)c1ccc2c(c1)N(Cc1ccccc1F)C(=O)c1ccccc1S2	-2.3%	0.4%	3.5%	-9.7%[57.1 µM]	0.6%	-3.9%	0.6	-24.4%	-0.7
20	O=C(Cn1c(=O)oc2ccccc21)NCc1ccc(Cl)cc1	2.2%	-15.3%	-10.5%	6.1%[57.1 µM]	-9.8%	-1.4%	0.9	-7.4%	-3.9
21	COc1cc(C)c(S(=O)(=O)N2CCN=C2c2ccccc2)cc1C	2.3%	5.0%	7.6%	-7.7%	-0.6%	-5.9%	-2.1	-20.0%	-0.8
22	CC1CCCN(CCS(=O)(=O)c2ccccc2)C1 (stereo not drawn)	nt	-1.1%	2.4%	2.9%	-7.8%	-3.5%	-6.6	-10.5%	0.0
23	COC(=O)CN(Cc1ccco1)S(=O)(=O)c1ccccc1	0.0%	-5.6%	-3.6%	10.2%	0.7%	-4.0%	-1.7	-7.5%	-0.3
24	Cc1cc(C)n(CC(O)COc2ccccc2C)n1 (stereo not drawn)	-1.0%	-6.5%	7.7%	4.1%[57.1 µM]	0.2%	-2.9%	-2.4	0.3%	-0.9
25	COc1ccc(/C=C(/NC(=O)c2ccccc2)C(=O)NCc2ccncc2)cc1	-0.7%	0.0%	-12.7%	-4.8%	-5.3%	-1.2%	-3.1	-11.1%	3.0
26	Cn1c(C2=C(O)CN(Cc3ccccc3)C2=N)nc2ccccc21	7.5%	-4.9%	9.7%	3.3%	-5.1%	11.1%	-1.5	-13.0%	6.2
27	CCCOc1ccc(-c2c(C(=O)N/N=C/c3ccsc3)nnn2-c2nonc2N)cc1	-0.2%	-4.7%	1.6%	4.7%	-2.3%	-2.2%	-4.1	-27.5%	-5.0
28	CC(C)(CO)CNC(=O)c1ccc(OC2CCN(C(=O)C3CC3)CC2)cc1	-1.9%	11.1%	8.6%	3.3%	0.9%	-1.9%	-4.7	-21.1%	1.4
29	CCOC(=O)/C(C#N)=C1\C(=O)N(Cc2ccccc2)c2ccccc21	-1.3%	-9.4%	?	-8.8%	0.4%	-0.9%	22.4	-23.5%	21.9
30	COC(=O)c1ccc(CNC(=O)c2ccc(OCC(=O)N3CCOCC3)c(OC)c2)cc1	-0.2%	6.9%	5.0%	8.1%[57.1 µM]	0.3%	-2.9%	-6.4	-9.8%	-7.4
31	Cc1cc(C)c(CN2CCN(C(=O)Cn3ccc(N)nc3=O)CC2)c(C)c1	-0.1%	3.5%	0.3%	7.5%[57.1 µM]	0.2%	-2.3%	-5.3	2.2%	4.7
32	COC(=O)c1ccc(CSc2nccn2C)cc1	-0.8%	1.8%	-1.2%	8.9%[57.1 µM]	1.2%	-0.4%	-4.3	-16.5%	-5.1
33	CC(=O)N/C(=C\c1ccccc1)C(=O)OCc1cccc(S(=O)(=O)N(C)C)c1	-0.9%	0.2%	5.3%	5.0%	4.5%	0.7%	-4.7	-21.1%	0.2
34	COc1ccc(N(CC(=O)N2CCN(c3cccc(Cl)c3)CC2)S(=O)(=O)c2c(C)noc2C)cc1	1.4%&2.7%	7.7%&-0.1%	-1.2%&19.5%	-1.3%&-1.4%	1.3%&4.0%	-5.9%&-2.4%	-0.8&-3.7	?	-3.3&4.6
35	CCOc1ccc(N(CC(=O)N2CCCCC2)S(=O)(=O)c2ccc(Cl)cc2)cc1	-1.0%	0.1%	7.5%	3.8%	-2.3%	-3.6%	-3.9	-19.1%	1.0
36	COc1cc2nc(COc3ccccc3[N+](=O)[O-])oc(=O)c2cc1OC	0.2%	-16.8%	0.1%	0.1%	-4.2%	-1.6%	-10.6	-11.0%	-2.0
37	O=C(NCc1n[nH]c(=S)n1Cc1ccccc1)c1ccc(Cl)cc1Cl	-0.3%	0.7%	5.0%	-2.5%	2.8%	-6.0%	2.3	-17.1%	-4.0
38	CCOc1cc(-c2nccc3cc(OC)c(OC)cc23)cc(OCC)c1OCC	0.3%	-1.1%	0.3%	1.2%	-3.6%	-0.6%&-2.9%	1.1	-25.0%	40.7
39	CC(C)NC(=O)C1(N2C(=O)c3ccccc3C2=O)CCCC1	nt	-16.4%	7.8%	-2.4%[57.1 µM]	-1.6%	-2.4%	0.6	?	7.7
40	CCc1nnc(NC(=O)CSCc2cc(=O)n3cc(C)sc3n2)s1	11.6%	-11.5%	-0.6%	-5.6%	5.4%	2.0%	-1.0	-19.6%	-4.5
41	CC(C)c1ccc(NC(=O)CSc2nc3ccsc3c(=O)n2CCC(=O)O)cc1	1.3%	4.0%	12.5%	-1.1%	0.9%	-7.6%	0.9	-13.3%	-1.8
42	CSc1nc(N2CCOCC2)c2c(c1C#N)CC(C)(C)OC2	8.0%	-10.5%	-1.6%	-9.1%	-0.8%	-3.4%	-6.4	-4.1%	-2.3
